Bioassay records: PubChem, several laboratories
TRPML3 ag = human TRPML3 channel agonists, primary screen, cell-based, HEK293 TRPML3-YFP, Fluo-8 calcium fluorescence, 3 µM; Mucolipin-3 (Homo sapiens), Q8TDD5; 100% = the carbachol control signal; activation, % at 3 µM; 220,000 compounds, 0.29% hits;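 active = activation above its plate's cutoff, the mean activation of the plate's test wells plus 3 SD, cut at about 12% in these data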;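 also: 0% = DMSO only wells and 100% = carbachol wells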
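Test system – HEK293 line with stable expression of human TRPML3-YFP channel · Control set – carbachol 87 µM final as high control (100%), DMSO as low control (0%) · Signal – Fluo-8 calcium dye fluorescence, ex 470-495, em 515-575 nm · Incubation – 1-h 37 °C dye load, 5-s basal, 120-s post-compound reads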
BaF3 parental = parental Ba/F3 cell viability inhibition, counter-screen for JAK2V617F inhibitor project, murine pro-B, CellTiter-Glo luminescence. inhibition, % at 5.6 µM. 220,000 compounds, 1.1% hits. AID 1486, 2009. CellTiter-Glo ATP luminescence;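 active = inhibition above a per-campaign cutoff, the mean inhibition of all tested compounds plus 3 SD, cut at about 27% in these data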;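 also: 0% = DMSO wells and 100% = JAK Inhibitor I control wells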
TNF necrop inh = inhibitors of TNF-alpha triggered necroptosis, primary screen, cell-based, Jurkat FADD-/-, single concentration | Jurkat FADD-/- TNF necroptosis rescue, ATP luminescence, 24 h; 0 = TNF only, 100 = no-TNF cells | AID 463075, 2010 | 220,000 compounds, 0.068% hits | activation (protection from cell death), % at 10 µM;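 active = activation, meaning protection from cell death, of at least 50% relative to plate controls; inactive = activation below 50%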;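 also: necroptosis triggered by 40 ng/mL TNF-alpha added together with compound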
RBBP9 inh = human RBBP9 inhibitors, primary screen, biochemical, fluorescence polarization, FP-Rh probe, HTS; Serine hydrolase RBBP9 (Homo sapiens), O75884; inhibition, % at 7.94 µM; recombinant RBBP9; 220,000 compounds, 0.2% hits;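 active = inhibition above the campaign mean of all tested compounds plus 3 SD, cut at about 14% in these data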;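 also: plate controls were DMSO wells with RBBP9 for no effect and wells lacking RBBP9 protein for full effect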
Target sequence (O75884 whole entry, looked up): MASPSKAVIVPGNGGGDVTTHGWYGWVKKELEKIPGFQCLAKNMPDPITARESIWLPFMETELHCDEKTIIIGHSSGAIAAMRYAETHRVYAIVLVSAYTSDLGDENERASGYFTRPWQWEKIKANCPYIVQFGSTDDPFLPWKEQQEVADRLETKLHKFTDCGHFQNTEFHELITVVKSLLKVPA
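System: RBBP9 protein / Quantity: 2.5 µM RBBP9 dispensing solution, before mixing / Also added: Serine-hydrolase probe FP-Rh, 375 nM pre-mixing / Dosing: 7.94 µM single dose, 0.794% DMSO / Timing: enzyme-compound preincubation 30 min, then probe labeling 45 min, 25 °C / Signal: FP readout at 525/598 nm / Controls: DMSO-treated enzyme wells and wells lacking RBBP9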
Ba/F3 V617F tox = reduced viability of JAK2V617F-dependent Ba/F3 cells, primary screen, JAK2V617F inhibitor project, cell-based, Ba/F3 EpoR-JAK2V617F, luminescence; ATP luminescence; inhibition, % at 5.6 µM; 220,000 compounds, 1.1% hits;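 active = inhibition above the campaign mean plus 3 SD over all tested compounds, cut at about 24% in these data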;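 also: cytokine-independent growth of Ba/F3 cells driven by EpoR plus mutant JAK2; 0% = DMSO-treated cells and 100% = JAK inhibitor I control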
CHOP inh = inhibitors of CHOP promoter induction, primary screen, cell-based, unfolded protein response, luciferase reporter; CHO-K1 CHOP-promoter luciferase, tunicamycin-induced, 15-18 h; inhibition, % at 10 µM; 220,000 compounds, 3.8% hits; AID 2732, 2010;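 active = compounds that reduced the stress-induced luciferase reporter signal by more than about 70% of percent inhibition, limit read from the data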;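 also: 0% = tunicamycin plus vehicle and 100% = wells without tunicamycin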
Wee1 stabilizer = Wee1 degradation inhibitors, primary screen, cell-based, HeLa, Wee1K328M-luciferase, luminescence | Wee1-like protein kinase (Homo sapiens), P30291 | HeLa Luc-Wee1K328M stability; 100% = proteasome inhibitor MG132 effect | reporter increase, % at 5 µM | 220,000 compounds, 1.2% hits;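 active = activation above the mean of all tested compounds plus 3 SD, set per screening run, cut at about 8.8% in these data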;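 also: cells exposed to compound for 20 h before luminescence read; 0% = DMSO alone and 100% = MG132 at 30 µM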
Target sequence (P30291 whole entry K328M): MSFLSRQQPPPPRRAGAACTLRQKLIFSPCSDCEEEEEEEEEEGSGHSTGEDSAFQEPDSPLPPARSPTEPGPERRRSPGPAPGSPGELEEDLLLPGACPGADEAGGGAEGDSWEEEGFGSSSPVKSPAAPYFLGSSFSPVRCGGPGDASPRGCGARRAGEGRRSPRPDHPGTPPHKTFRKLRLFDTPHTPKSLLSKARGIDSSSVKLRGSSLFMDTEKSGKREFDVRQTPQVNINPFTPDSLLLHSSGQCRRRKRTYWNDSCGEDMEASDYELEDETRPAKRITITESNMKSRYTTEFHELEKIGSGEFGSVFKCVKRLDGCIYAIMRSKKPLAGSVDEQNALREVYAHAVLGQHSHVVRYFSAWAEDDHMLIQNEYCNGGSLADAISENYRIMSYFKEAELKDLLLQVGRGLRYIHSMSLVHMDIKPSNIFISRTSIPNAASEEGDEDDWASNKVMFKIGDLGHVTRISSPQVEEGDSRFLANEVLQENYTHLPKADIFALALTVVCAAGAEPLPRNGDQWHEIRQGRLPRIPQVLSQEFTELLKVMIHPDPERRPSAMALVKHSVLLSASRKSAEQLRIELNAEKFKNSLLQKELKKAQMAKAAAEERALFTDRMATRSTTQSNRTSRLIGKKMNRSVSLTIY
zfTRPN1 agonist = zebrafish TRPN1 channel agonists, primary screen, cell-based, HEK293, calcium fluorescence | transient receptor potential cation channel N1 (TRPN1/NompC), Danio rerio | HEK293 zebrafish TRPN1-YFP, Fluo-8 calcium fluorescence; 100% = response to 87 µM carbachol | activation, % at 3 µM | 220,000 compounds, 0.18% hits;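 active = activation above its plate's cutoff, the mean activation of test wells on that plate plus 3 SD, cut at about 19% in these data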;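 also: 0% = DMSO alone and 100% = 87 µM carbachol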
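Control set: carbachol 87 µM as high control, DMSO as low control; system: HEK293 stable line with zebrafish TRPN1-YFP; read-out: % activation versus carbachol response; detection: intracellular calcium fluorescence with Fluo-8; doses: single test compound dose, 3 µM nominal, 0.3% DMSO; schedule: dye 1 h 37 °C plus 30 min RT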
PPC-1+TRAIL kill = compounds killing PPC-1 cancer cells with TRAIL present, primary screen, TRAIL potentiator project, ATPLite luminescence, uHTS | PPC-1 cells + TRAIL, ATPLite viability luminescence | cell killing (% activity), % at 4 µM | 220,000 compounds, 0.41% hits | AID 1443, 2008;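 active = cell killing above 50% in the first pass at 4 µM, then a duplicate retest at 5 µM averaging 50% or more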;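 also: plate controls were cells with TRAIL plus DMSO for no effect and medium-only wells lacking cells for full effect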
* hit, by the source's call; . = not tested or not shown.

Order of results – TNF necrop inh	Ba/F3 V617F tox	BaF3 parental	RBBP9 inh	zfTRPN1 agonist	Wee1 stabilizer	PPC-1+TRAIL kill	TRPML3 ag	CHOP inh
Cc1n[nH]c(C)c1CCc1nc2c3ccccc3nc(SCC(=O)Nc3ccccc3F)n2n1
→ -4.5	-1.9	3.4	-5.4	-1.9	-0.7	-18.3	0.9	98.4*
O=C(Nc1ccc2oc(-c3ccc(F)cc3)nc2c1)c1ccccc1F
→ -1.6	-0.7	4.2	-2.5	1.5	2.9	-1.4	0.6	-16.2
O=C(CSc1nnc(-c2ccccc2)o1)c1ccc2c(c1)OCCO2
→ 0.1	-4.8	2.3	-4.1	0.5	1.9	-2.9	0.3	7.3
COc1cc(OC)c(C(=O)NCC(c2cccs2)N(C)C)cc1OC (stereo not given)
→ 1.4	1.2	9.1	-6.7	0.4	-3.6	5.3	-0.4	-4.0
Cc1cccc(CC(=O)NCCn2c(C)cc3ccccc32)c1
→ -0.7	3.2	9.1	-4.7	-1.5	-0.4	16.1	-1.2	4.5
C/C(CC(=O)Nc1ccc(Cl)c(Cl)c1)=N\NC(=O)C(=O)N1CCCCC1
→ 1.3	-4.8	0.3	-13.7	0.2	2.1	8.7	0.3	8.0
CCCCn1c(C)csc1=Nc1cccnc1
→ 1.1	3.3	3.4	-0.3	-2.1	0.1	14.0	0.5	22.2
Cc1ccc(NC(=O)CSc2nc3ccccc3c(=O)n2CCCC(=O)N2CCCC2)cc1
→ -3.0	-3.1	4.1	0.6	-0.5	3.7	5.7	-0.8	0.0
CCOC(=O)C1CCN(C(=O)COc2ccc(Br)cc2Br)CC1
→ -0.5	5.4	7.1	-2.6	-0.7	-2.2	8.2	-1.1	17.2
CCOC(=O)CNC1CC(=O)N(c2cccc(Cl)c2)C1=O (stereo not given)
→ -0.2	0.4	6.6	-5.7	0.2	-0.3	-3.1	0.5	45.3
COc1cc(NS(=O)(=O)c2ccc(N)cc2)ncn1
→ 0.8	-2.7	-2.8	2.1	0.9	-1.4	4.9	0.3	-7.4
O=C(NC1CCCCCCC1)c1ccco1
→ -1.0	-2.7	6.0	-6.6	-1.4	0.9	14.9	0.0	8.2
NC(=O)C(Cc1ccccc1)N1C(=O)c2ccccc2C1=O (stereo not given)
→ -1.3	1.7	3.4	-10.1	0.0	-1.7	-1.0	0.5	0.7
Cn1c(SCc2ccc(C#N)cc2)nnc1-c1cccc(Cl)c1
→ 4.1	1.2	6.7	0.6	-0.1	-1.9	-4.6	-1.7	4.9
Cc1ccc(/C=N/NC(=O)c2ccoc2C)o1
→ 0.1	-2.5	-1.3	-1.1	0.4	3.3	-0.6	1.0	20.0
CCC(=O)Oc1c(-c2ccccc2)c2nc3ccccc3nc2c2ccccc12
→ -2.6	-3.1	3.0	-1.8	2.8	2.9	.	2.0	.
COC(=O)c1ccc(S(=O)(=O)N2CCCCCC2)cc1
→ 2.3	-1.9	3.3	-7.3	0.1	-2.7	10.0	2.6	5.6
COc1ccccc1/C=C/CN1CCCC(CCC(=O)NCc2ccccc2F)C1 (stereo not given)
→ -0.4	-1.0	2.8	-2.5	-1.5	-2.2	2.1	-0.2	21.1
Cc1nnc2n(CCc3ccccc3)c(=O)c3c4c(sc3n12)CCCC4
→ -0.8	-5.0	0.9	5.0	0.7	9.3*	.	0.9	.
COc1ccccc1/C=C(/NC(=O)c1ccc(Cl)cc1Cl)C(=O)O
→ 0.5	-1.4	3.1	-2.3	4.1	2.7	-10.8	0.9	23.3
O=C(c1ccc2ccccc2c1)N1CCN(S(=O)(=O)/C=C/c2ccccc2)CC1
→ 3.7	-0.3	6.4	-6.5	-0.1	0.1	10.0	0.9	16.6
O=C(CN1CCN(S(=O)(=O)c2ccccc2F)CC1)Nc1ccccc1C(=O)c1ccccc1
→ -1.9	-0.4	0.3	-9.5	-0.7	-0.2	1.3	0.4	12.9
C/C(=N\NC(=O)CN1CCN(S(=O)(=O)c2ccc(C)cc2)CC1)c1ccncc1
→ 0.5	0.9	0.7	-7.9	-1.9	-1.5	-7.1	0.6	-28.3
O=C(O)CCC(NC(=O)c1ccc(Cl)cc1)C(=O)O (stereo not given)
→ 0.2	-1.6	-2.3	-5.7	-0.1	-3.3	12.8	-0.1	-3.5
CCNC(=S)/N=C(/Nc1ccccc1)Nc1nc(C)cc(C)n1
→ -4.1	-1.8	2.1	-8.3	-1.2	4.0	1.0	0.0	0.4
Nc1cc(=O)[nH]c(SCCNS(=O)(=O)c2ccccc2)n1
→ -1.1	-3.3	1.3	-1.1	1.3	-1.3	12.1	0.6	3.4
O=C(c1ccc(Cl)s1)N1CCN(c2nc3ccccc3s2)CC1
→ -1.2	1.2	3.8	1.3	4.4	-1.0	27.5	1.4	68.3
COc1ccc(CCNS(=O)(=O)c2cccc(F)c2)cc1OC
→ -0.5	-0.3	-3.1	-6.2	0.7	-1.6	12.1	0.0	-11.3
CCCn1nc(C(=O)Nc2nnc(CC)s2)c2ccccc2c1=O
→ -0.2	0.7	4.5	-7.3	0.2	2.5	11.6	0.0	11.9
Cc1ccc(C)c(NS(=O)(=O)c2cc(C(=O)Nc3ccccc3-c3ccccc3)ccc2C)c1
→ -1.6	2.3	9.5	-27.6	1.3	-1.0	4.4	-0.6	-1.9

More compounds:
Order of results – TNF necrop inh	Ba/F3 V617F tox	BaF3 parental	RBBP9 inh	zfTRPN1 agonist	Wee1 stabilizer	PPC-1+TRAIL kill	TRPML3 ag	CHOP inh
COC(=O)C1=C(COc2ccc(F)cc2)NC(=O)NC1c1ccc(C)cc1C (stereo not given)
→ -0.3	3.6	1.5	2.2	1.5	-2.0	6.8	-0.5	60.0
C=C(C)CSc1ncc(-c2cccc(C(F)(F)F)c2)cn1
→ -2.5	-2.8	1.3	2.7	0.3	-2.6	-10.5	0.7	56.6
COc1ccc(CCNC(=O)CSc2nc(-c3ccco3)cc(C(F)(F)F)n2)cc1
→ 1.1	2.3	6.6	-4.8	-0.1	2.7	-6.8	-0.2	19.9
CCOC(=O)c1sc(/S(C)=N\S(=O)(=O)c2cccc(Cl)c2)c2c1CCC=C2 (stereo not given)
→ -1.2	-3.9	-0.5	4.1	-0.9	0.2	11.7	-0.1	23.5
COC(=O)Cc1cc(OC)c(OC)cc1Cc1cc(OC)c(OC)cc1CC(=O)OC
→ -0.8	1.6	-1.3	6.8	1.3	-1.7	4.8	-0.1	8.2
Cc1ccc(C(NC(N)=O)c2ccccc2C)cc1 (stereo not given)
→ -0.4	-2.7	4.8	-2.9	-0.8	1.2	36.8	0.6	35.0
CCN1CCCc2cc(CN(CCN3CCOCC3)C(=S)Nc3cccc(Cl)c3)ccc21
→ -2.4	2.0	4.1	-4.9	0.3	5.3	1.0	0.7	-3.9
O=C1N/C(=C/c2cccn2-c2ccccc2)C(=O)N1Cc1ccccc1F
→ 4.4	-3.5	2.2	-3.2	-0.4	-0.6	2.9	-0.2	11.3
O=C(Cn1c(CO)nc2ccccc21)Nc1ccccc1Cl
→ 1.2	-1.3	3.5	1.4	2.2	-0.5	20.1	1.0	-2.2
O=C1Nc2ccccc2C12NCCc1c2[nH]c2ccccc12 (stereo not given)
→ 1.7	-0.7	5.2	4.2	-0.6	4.7	-14.1	0.9	-36.1
CCOc1ccccc1NC(=O)CSc1nnc2ccc(-c3cccnc3)nn12
→ -0.1	-1.6	4.2	15.3*	0.9	6.7	-12.9	0.4	5.7
O=C(NO)c1ccccc1O
→ 0.3	-2.3	2.2	10.9	0.6	1.4	2.7	0.3	1.4
CC1CCCCC12NC(=O)N(CC(=O)NC1CCCc3ccccc31)C2=O (stereo not given)
→ -0.7	-1.9	0.9	-6.9	-0.7	3.5	-20.0	-0.7	9.9
CCOC(=O)c1sc(NC(=O)CSc2nc(C)cc(C)c2C#N)c(C#N)c1C
→ -1.3	-4.2	-0.9	-3.7	-0.6	3.2	1.4	1.1	11.5
CCOC(=O)c1cc(NC(=O)C2CCCO2)cc(C(=O)OCC)c1 (stereo not given)
→ -0.8	-2.8	-0.3	-4.5	0.5	2.4	14.5	0.4	2.7
Cc1ccc(C)c(N2C(=O)CC(N3CCN(Cc4ccc5c(c4)OCO5)CC3)C2=O)c1 (stereo not given)
→ 0.2	0.2	3.3	-0.3	0.5	-0.6	5.8	0.5	39.5
CCS(=O)(=O)Nc1cccc(C2=NN(S(=O)(=O)c3ccccc3)C(c3cccs3)C2)c1 (stereo not given)
→ -1.9	-0.9	6.2	-8.7	0.7	-0.8	-7.9	-0.6	61.8
COc1ccc(CN2CN(S(=O)(=O)c3cccs3)c3nc4ccccc4nc32)cc1
→ 3.1	1.8	8.8	-12.1	1.0	4.3	19.0	0.2	-35.0
CC(/C=C1\SC(=S)N(C(C(=O)O)C(C)C)C1=O)=C\c1ccccc1 (stereo not given)
→ 0.2	-5.8	3.0	1.1	-0.9	3.3	-1.3	-0.4	-19.1
COc1ccccc1NC(=O)c1ccc(Br)o1
→ -4.5	0.2	1.4	8.7	0.7	-1.3	8.6	0.3	-21.9
COc1ccc(N2CCN(Cc3nc(N)nc(N4CCCc5ccccc54)n3)CC2)cc1
→ -0.1	2.7	3.0	-4.2	1.7	1.1	7.4	0.9	4.2
Cc1ccccc1OC1C(=O)N(CC2CCCO2)C1c1ccc2c(c1)OCO2 (stereo not given)
→ 0.2	-0.2	4.4	-4.3	1.6	-2.9	11.5	0.7	1.3
Oc1cccc(-c2nc3c4c(ncn3n2)-c2ccccc2CC42CCCC2)c1
→ -9.5	1.8	5.3	-25.7	-1.6	0.5	3.1	0.9	99.5*
CN1CCN(C(=O)CN(C)S(=O)(=O)c2ccc3ccccc3c2)CC1
→ -1.8	1.7	0.0	-6.4	2.8	-1.8	.	0.5	10.9
CCOC(=O)c1c(NC(=O)CCCC(=O)O)sc2c1CCC2
→ 0.2	-1.1	9.1	1.3	0.7	-0.2	-0.3	0.9	-0.8

Outcome played no part in choosing rows; 6.8% or so of the library scored in one or more.
